# CTSL1 counter: counter-screen for PFM18AAP inhibitors: inhibitors of F. hepatica cathepsin L1; 300,000 compounds, 0.49% hits; inhibition, % at 5.96 µM; recombinant F. hepatica cathepsin L1, Z-Leu-Arg-MCA fluorescence; AID 1906;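 active means inhibition above the mean of all tested compounds plus 3 SD, set per screening campaign, cut at about 17% in these data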;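 further: 0% = plate median of test compound wells and 100% = 1 µM Z-Phe-Ala-diazomethylketone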
# PREPL inh: inhibitors of human prolyl oligopeptidase-like enzyme PREPL; Q4J6C6; recombinant PREPL, fluorescence polarization activity-based probe; inhibition, % at 5.96 µM; 320,000 compounds, 0.68% hits; AID 2751; in the data active means inhibition above about 43%;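 further: 0% = enzyme with DMSO and 100% = wells lacking enzyme; many of its hits are not listed in these tables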
# HCV core dimer: blocks dimerization of HCV core protein | TR-FRET GST/Flag-core106 dimerization, 1536-well | inhibition, % at 5 µM | 300,000 compounds, 0.33% hits | AID 1899;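 active means inhibition above the mean of all tested compounds plus 3 SD, set per screening campaign, cut at about 45% in these data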
#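 Assay system: GST-tagged and Flag-tagged HCV core protein residues 1-106 / Times: compound-protein-antibody incubation 4 h at 22.5 °C / Signal: time-resolved FRET, ex 340 nm, em 617 and 671 nm / Evaluation: % inhibition based on acceptor/donor emission ratio / Benchmarks: wells lacking GST-core106 and wells with excess unlabelled core106 / Repeats: singlicate, one well per compound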
# ZTA DNA inh: counter-screen for EBNA-1 inhibitors: inhibitors of Epstein-Barr virus ZTA. AID 2234. 320,000 compounds, 0.15% hits. inhibition, % at 11 µM. ZTA-DNA binding, fluorescence polarization. P03206; in the data active means inhibition above about 33%
# PP1 inh: blocks human PP1-alpha phosphatase, a PP5 counter-screen; inhibition, % at 6.7 µM; 320,000 compounds, 0.9% hits; purified PP1alpha, OMFP fluorescence;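 active means inhibition above the mean inhibition of all tested compounds plus 3 SD, computed separately for each screening campaign, cut at about 15% in these data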
# Target sequence (P62136 whole entry, looked up): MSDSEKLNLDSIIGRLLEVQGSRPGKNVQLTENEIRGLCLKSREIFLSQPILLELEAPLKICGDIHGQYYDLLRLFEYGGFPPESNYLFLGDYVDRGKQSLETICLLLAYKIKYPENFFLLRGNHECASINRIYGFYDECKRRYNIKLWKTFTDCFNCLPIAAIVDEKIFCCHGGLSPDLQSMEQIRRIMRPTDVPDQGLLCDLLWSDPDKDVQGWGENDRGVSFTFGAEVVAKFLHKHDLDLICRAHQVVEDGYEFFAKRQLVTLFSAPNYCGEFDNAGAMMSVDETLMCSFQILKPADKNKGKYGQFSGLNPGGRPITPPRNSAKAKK
# PP5 inh: blocks human protein phosphatase 5 activity; AID 1987; purified PP5c, OMFP substrate fluorescence; P53041; 320,000 compounds, 0.18% hits; inhibition, % at 6.7 µM;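 active means inhibition above the campaign's mean inhibition across all tested compounds plus 3 SD, cut at about 9.5% in these data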;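 further: 0% = DMSO only and 100% = 100 µM cantharidin control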
# Target sequence (P53041 whole entry, looked up): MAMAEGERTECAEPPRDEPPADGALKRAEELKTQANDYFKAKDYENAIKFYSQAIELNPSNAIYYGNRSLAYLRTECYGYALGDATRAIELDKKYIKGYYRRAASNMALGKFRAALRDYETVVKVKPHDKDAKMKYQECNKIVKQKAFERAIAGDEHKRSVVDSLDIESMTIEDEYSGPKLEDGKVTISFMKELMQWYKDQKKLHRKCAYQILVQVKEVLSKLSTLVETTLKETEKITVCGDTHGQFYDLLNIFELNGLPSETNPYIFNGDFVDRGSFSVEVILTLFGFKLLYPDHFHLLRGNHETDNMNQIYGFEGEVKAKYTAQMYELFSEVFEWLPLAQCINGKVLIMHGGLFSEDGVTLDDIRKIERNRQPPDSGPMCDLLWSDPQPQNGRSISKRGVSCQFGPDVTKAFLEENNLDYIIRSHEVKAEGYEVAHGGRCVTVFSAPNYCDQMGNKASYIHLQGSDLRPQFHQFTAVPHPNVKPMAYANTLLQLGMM
# TPT1 inhibitor: blocks Candida albicans tRNA 2'-phosphotransferase; inhibition, % at 5 µM; recombinant caTPT1, FP RNA substrate dephosphorylation; AID 1962; 300,000 compounds, 0.81% hits;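 active means inhibition above the mean of all tested compounds plus 3 SD, set per screening campaign, cut at about 24% in these data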;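 further: plate controls were DMSO alone for no effect and ferristatin control at 100 nM for full effect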
# EBNA-1 inh: blocks EBNA-1 binding to DNA | EBNA-1 DNA binding, fluorescence polarization | inhibition, % at 14.8 µM | 300,000 compounds, 0.34% hits | AID 1950; in the data active means inhibition above about 28%
# Efflux pump mplx: antifungal efflux pump inhibition, Nile Red retention; inhibition, % at 10 µM; S. cerevisiae Candida pump triplex; 330,000 compounds, 0.44% hits;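 active means plate passing quality check with inhibition over a set limit, or well fluorescence over plate mean plus 4 SD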;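 further: Nile Red retained in pooled yeast measured as flow cytometry median fluorescence; 0% = buffer negative control and 100% = Enniatin B positive control; higher means more Nile Red kept so more efflux inhibition; some compounds called inactive have numbers as strong as hits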
# * marks the source's active call; other numbers are inactive results; & = joins results of further samples. This is a subset; the hit share may differ from the screen's.
# The first 15 records, ahead of the listing:
No.	mol	CTSL1 counter	PREPL inh	HCV core dimer	ZTA DNA inh	PP1 inh	PP5 inh	TPT1 inhibitor	EBNA-1 inh	Efflux pump mplx
1	O=[N+]([O-])c1ccc(N=Cc2ccc(Br)c([N+](=O)[O-])c2)cc1	0	-8	1	-9	-1	1.6	1	-2	0.2
2	CCc1nc2sc3ccccc3c(=O)c2c(=O)n1Cc1ccc(OC)cc1	2	11	8	-8	2	1.0	-2	4	-0.2
3	CCCCC[C@H]1CN(CCCC)C(=O)[C@@H]1CC(=O)NCc1ccc(OC)cc1	4	13	11	-12	-6	0.6	-1	4	0.0
4	CCOc1ccccc1/C=C/c1onc(C)c1S(=O)(=O)N1CCC(C(=O)NC)CC1	1	-3	-4	17	0	0.5	1	3	0.2
5	COC(=O)CCCC1=CC2=CC(=O)C(C)(OC(=O)c3cccs3)C(=O)C2=CN1C1CCCC1 (stereo not drawn)	4	20	11	15	0	8.1	1	6	0.0
6	COc1cc(OC)c(S(=O)(=O)Nc2ccc(C(=O)N3CCCC3)cc2)cc1NC(C)=O	2	0	2	9	-3	-2.4	1	3	0.0
7	COc1ccc(N(CC(=O)NCCC2=CCCCC2)S(=O)(=O)c2ccccc2F)cc1	1	-14	4	-1	-2	2.6	-1	9	0.1
8	CN(C)CCCN(C(=O)c1cccs1)c1nc(-c2ccccc2)cs1	-4	-42	0	-19	2	0.7	0	4	-0.3
9	Cc1ccc(S(=O)(=O)N2CCN(CC(=O)Nc3ccc(N4CCOCC4)cc3)CC2)cc1C	-3	-2	6	-12	-2	-3.6	-1	-3	0.0
10	CN(Cc1ccccc1)C(=O)COC(=O)c1ccccc1NS(=O)(=O)c1cccc(N)c1	2	4	5	-8	1	2.6	1	-2	-0.2
11	Cc1ccccc1NC(c1cccc(Cl)c1)c1nnnn1C1CCCCC1 (stereo not drawn)	1	10	13	2	-2	-0.4	-1	3	0.1
12	Cc1cccc(N2CCN(Cc3nc(C4CC4)no3)CC2)n1	-1	-7	-2	-4	-1	0.3	1	0	0.0
13	CO/N=C(/CNC(=O)c1ccc(F)cc1)c1ccc(Cl)cc1	4	3	1	-3	-1	-0.1	3	-12	0.3
14	Cn1c(SCC(=O)N(Cc2ccccc2)C(C)(C)C)nc2ccccc21	-1	-10	5	11	0	-0.6	0	13	-0.3
15	Cc1ccc(CNC(=O)CSc2nnc3c(n2)[nH]c2ccccc23)cc1	-3	-5	2	-11	0	2.5	-1	-5	0.1

# This part in full, from the start:
No.	mol	CTSL1 counter	PREPL inh	HCV core dimer	ZTA DNA inh	PP1 inh	PP5 inh	TPT1 inhibitor	EBNA-1 inh	Efflux pump mplx
1	O=[N+]([O-])c1ccc(N=Cc2ccc(Br)c([N+](=O)[O-])c2)cc1	0	-8	1	-9	-1	1.6	1	-2	0.2
2	CCc1nc2sc3ccccc3c(=O)c2c(=O)n1Cc1ccc(OC)cc1	2	11	8	-8	2	1.0	-2	4	-0.2
3	CCCCC[C@H]1CN(CCCC)C(=O)[C@@H]1CC(=O)NCc1ccc(OC)cc1	4	13	11	-12	-6	0.6	-1	4	0.0
4	CCOc1ccccc1/C=C/c1onc(C)c1S(=O)(=O)N1CCC(C(=O)NC)CC1	1	-3	-4	17	0	0.5	1	3	0.2
5	COC(=O)CCCC1=CC2=CC(=O)C(C)(OC(=O)c3cccs3)C(=O)C2=CN1C1CCCC1 (stereo not drawn)	4	20	11	15	0	8.1	1	6	0.0
6	COc1cc(OC)c(S(=O)(=O)Nc2ccc(C(=O)N3CCCC3)cc2)cc1NC(C)=O	2	0	2	9	-3	-2.4	1	3	0.0
7	COc1ccc(N(CC(=O)NCCC2=CCCCC2)S(=O)(=O)c2ccccc2F)cc1	1	-14	4	-1	-2	2.6	-1	9	0.1
8	CN(C)CCCN(C(=O)c1cccs1)c1nc(-c2ccccc2)cs1	-4	-42	0	-19	2	0.7	0	4	-0.3

No.	mol	CTSL1 counter	PREPL inh	HCV core dimer	ZTA DNA inh	PP1 inh	PP5 inh	TPT1 inhibitor	EBNA-1 inh	Efflux pump mplx
9	Cc1ccc(S(=O)(=O)N2CCN(CC(=O)Nc3ccc(N4CCOCC4)cc3)CC2)cc1C	-3	-2	6	-12	-2	-3.6	-1	-3	0.0
10	CN(Cc1ccccc1)C(=O)COC(=O)c1ccccc1NS(=O)(=O)c1cccc(N)c1	2	4	5	-8	1	2.6	1	-2	-0.2
11	Cc1ccccc1NC(c1cccc(Cl)c1)c1nnnn1C1CCCCC1 (stereo not drawn)	1	10	13	2	-2	-0.4	-1	3	0.1
12	Cc1cccc(N2CCN(Cc3nc(C4CC4)no3)CC2)n1	-1	-7	-2	-4	-1	0.3	1	0	0.0
13	CO/N=C(/CNC(=O)c1ccc(F)cc1)c1ccc(Cl)cc1	4	3	1	-3	-1	-0.1	3	-12	0.3
14	Cn1c(SCC(=O)N(Cc2ccccc2)C(C)(C)C)nc2ccccc21	-1	-10	5	11	0	-0.6	0	13	-0.3
15	Cc1ccc(CNC(=O)CSc2nnc3c(n2)[nH]c2ccccc23)cc1	-3	-5	2	-11	0	2.5	-1	-5	0.1
16	O=C(OC(C(=O)NC1CCCCC1)c1ccccc1F)c1ccco1 (stereo not drawn)	-50	12	-10	6	3	0.7	3	-9	-0.2

No.	mol	CTSL1 counter	PREPL inh	HCV core dimer	ZTA DNA inh	PP1 inh	PP5 inh	TPT1 inhibitor	EBNA-1 inh	Efflux pump mplx
17	O=C(NCC(c1cccnc1)N1CCOCC1)c1ccc2c(c1)OCO2 (stereo not drawn)	3	8	-7	-14	-1	-1.1	-1	3	-0.1
18	Cc1ccccc1CC1(CO)CCCN(Cc2nc(-c3cccs3)oc2C)C1 (stereo not drawn)	0	-16	2	-6	2	2.4	1	-10	-0.2
19	CC(C)(C)Nc1cccccc1=O	3	4	-2	1	-2	2.5	-4	-8	0.1
20	CC(C)(C)NC(=O)COC(=O)c1cc(F)c(F)cc1Cl	5	-10	-10	16	-3	2.4	-2	-1	-0.2
21	CC1(C)N=C(SCC(=O)Nc2ccc(Cl)cc2Cl)C(c2ccccc2)=N1	2	10	-6	0	1	2.9	-2	9	-0.1
22	COC(=O)[C@]1(Cc2ccccc2)N[C@H](c2ccc(-c3cc(C(C)=O)cs3)cc2)[C@@H]2C(=O)N(C)C(=O)[C@@H]21	2	-16	-23	-4	0	3.5	-1	2	0.1
23	Cc1ccc(Cl)c(Nc2ccccc2C(=O)O)c1Cl	-2	-3&0	1	-5	4	1.8	-2	8	0.0&-0.1
24	Cc1noc(C)c1COC(=O)CCC(=O)c1ccc(F)cc1	-7	0	0	4	-3	0.2	-5	3	0.1

No.	mol	CTSL1 counter	PREPL inh	HCV core dimer	ZTA DNA inh	PP1 inh	PP5 inh	TPT1 inhibitor	EBNA-1 inh	Efflux pump mplx
25	COc1ccc(C(=O)NC2CCCN(Cc3ccccc3F)C2)c(OC)c1OC (stereo not drawn)	-2	-3	4	-15	-2	0.6	-1	-8	0.0
26	CCCCOc1cccc(-c2nnc(NC(=O)CSc3ccc(C)cc3)s2)c1	-2	-4	5	-6	-1	-1.5	-6	8	-0.4
27	COc1ccc(/C=N/Nc2nc(-c3cccnc3)nc3ccccc23)c(OC)c1	3	35	4	2	3	-0.3	20	3	-0.1
28	O=C(N[C@@H](Cc1c[nH]c2ccccc12)C(=O)NC1CC1)c1ccccc1Cl	0	2	3	3	-2	-0.4	-1	3	0.0
29	C=C(C)COc1ccc(-c2[nH]ncc2-c2ccc(OC)cc2)c(O)c1	-2	15	0	-11	6	5.8	-2	-11	0.1
30	COc1ccc(NC(=O)NCCN2C(=O)C3C4C=CC(C4)C3C2=O)cc1 (stereo not drawn)	-3	4	-5	7	-2	-1.5	-5	4	-0.1
31	COC(=O)C1CCCN1C(C(=O)NC1CCCCC1)c1ccc(Cl)cc1 (stereo not drawn)	4	5	-1	-3	0	3.9	3	0	0.4
32	O=C(NC1CC1)C1CCN(S(=O)(=O)c2ccc(Cl)cc2)CC1	-1	-13	0	11	1	1.4	2	-13	-0.1

No.	mol	CTSL1 counter	PREPL inh	HCV core dimer	ZTA DNA inh	PP1 inh	PP5 inh	TPT1 inhibitor	EBNA-1 inh	Efflux pump mplx
33	Cc1nc2cccnc2nc1C	-2	9	-8	-18	2	0.3	0	-7	0.0
34	C=CCn1c(SCc2nc3c(c(=O)[nH]c(=O)n3CCCC)n2CCC)nnc1-c1ccccc1	-5	9	4	4	0	-1.6	-1	6	0.0
35	CCc1ccc2c(CC(=O)Nc3nnc(C4CC4)s3)coc2c1	-4	-3	21	6	-1	0.7	-1	1	0.0
36	COc1cccc(NC(=O)C(=O)N/N=C/c2cc(C)n(-c3ccc(Cl)c(Cl)c3)c2C)c1	-1	8	21	-4	4	1.1	4	11	0.7*
37	O=C(/C=C/c1ccccc1)c1c[nH]c2ccccc12	-3	6	-1	13	-1	1.1	-1	13	-0.1
38	Cc1ccc(N(Cc2cc3cc(C)ccc3[nH]c2=O)C(=O)c2cccs2)cc1	0	-3	19	12	-2	0.7	2	3	0.2
39	O=C(NCc1cccs1)C(=O)c1cn(CC(=O)N2CCOCC2)c2ccccc12	1	-3	1	1	-1	1.5	0	3	0.0
40	O=C(Cc1ccccc1)Nc1cccc(C(=O)O)c1O	-1	-1	3	-3	-4	-2.2	3	-5	0.0

No.	mol	CTSL1 counter	PREPL inh	HCV core dimer	ZTA DNA inh	PP1 inh	PP5 inh	TPT1 inhibitor	EBNA-1 inh	Efflux pump mplx
41	c1ccc(NC2=NCCN2CC2CCCC2)cc1	3	4	3	-3	0	2.7	0	10	0.1
42	CN(Cc1ccccc1)C(=O)CSc1nc2ccccc2[nH]1	3	-1	-19	1	-1	2.7	1	-2	-0.5
43	O=C(NCc1ccccc1)N1CCNCC1	2	-3	8	1	-5	1.4	3	7	-0.1
44	CCOC(=O)N1CCN(CC(=O)N2c3ccccc3CC2C)CC1 (stereo not drawn)	-2	5	0	4	4	3.8	2	0	0.0
45	Cc1cccc(NS(=O)(=O)c2cccc(C(=O)N3CCN(c4ccccn4)CC3)c2)c1	2	6	2	17	-2	2.3	-1	-6	1.9
46	CCN(CC)CCN(C(=O)CCS(=O)(=O)c1ccccc1)c1nc2cc(OC)c(OC)cc2s1	7	4	-14	-5	0	5.2	0	-5	-0.1
47	CS(=O)(=O)c1ccccc1-c1nnc(NC(=O)C2=COCCO2)o1	8	2	-3	5	-1	1.1	1	-7	0.0
48	O=C(Nc1ccc(C2CCCCC2)cc1)C1CCCN(c2ncccn2)C1 (stereo not drawn)	-1	9	3	6	1	1.8	-2	-2	0.0

# Screening results (PubChem)
